# Source: PubChem
# SK-BR-3 tox 24h: SK-BR-3 proliferation inhibitors, primary screen, cell-based, human, 24 h; actives 0.47% (n = 41,000); AID 847, 2007; SK-BR-3 viability, CellTiter-Glo ATP luminescence; active compounds read low; viability, % at 10 µM;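 active = viability at or below the median of all test compounds minus 3 SD, in both replicates if run twice, cut at about 45% in these data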;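 note: 100% = median untreated cell wells and 0% = median positive control drug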
# The depositor's hits bear a star.
compound,SK-BR-3 tox 24h
CC1CN(c2ccc(Oc3ccccc3)cc2)c2nc3c(c(=O)[nH]c(=O)n3C)n2C1 (stereo unspecified),89
Cc1ccc(N=C2SCCCN2C(=O)c2ccco2)cc1Cl,77
Cc1cccc(NC(=O)CSc2nnc(-c3ccccc3)n2N)c1C,118
O=C(NCc1ccco1)c1cccnc1-c1nc2ccccc2s1,78
FC(F)Oc1ccccc1C1CC(c2ccc(Br)s2)Nc2ncnn21 (stereo unspecified),52
Cc1nc(-c2coc3cc(OCC(=O)O)ccc3c2=O)cs1,95
CC(=O)C1=C(O)C(=O)N(Cc2cccnc2)C1c1ccccc1Cl (stereo unspecified),64
CCN(Cc1ccccc1)C(=O)CCc1nc(-c2ccc(C)cc2)no1,80
CC1CCN(c2nc3ccccc3nc2C(C#N)S(=O)(=O)c2ccccc2)CC1 (stereo unspecified),72
CCOc1cc(C#N)c(NC(=O)c2cccnc2)cc1OCC,77
O=C(NC1(C(=O)NC2CCCC2)CCCCC1)c1ccc2c(c1)OCO2,92
O=S(=O)(NC1CCCC1)c1ccc(S(=O)(=O)NC2CCCC2)cc1,82
CC(=O)NCCCc1c[nH]c2ccc(Cl)cc12,87
O=S(=O)(Nc1ccc2oc(-c3ccccc3)nc2c1)c1ccccc1,84
Cc1ccc(C(=O)Nc2ccc(Cl)cn2)cc1S(=O)(=O)N1CCOCC1,95
O=C(Cn1c(C(F)(F)F)nc2ccccc21)NCCN1CCCC1,91
Cc1cc(NC(=O)CSc2nc3c([nH]c4ccccc43)c(=O)n2-c2cccc(C(F)(F)F)c2)no1,88
Cc1cccc(OCC(=O)Nc2cccc(O)c2)c1,91
FC(F)(F)c1cccc(-n2cccc2/C=N/n2cnnc2)c1,101
CC(=O)Nc1ccc(S(=O)(=O)Nc2ccc(NC(=O)c3ccco3)cc2)cc1,94
CCOC(=O)C1=C(N)OC2=C(C(=O)CCC2)C1c1ccccc1OCC (stereo unspecified),98
COc1ccc(S(=O)(=O)N[C@H](C(=O)N2CC[C@@]3(O)CCCC[C@H]3C2)c2ccccc2)cc1,83
Fc1ccc(NCc2nnc(SCc3nnc(-c4ccccc4)o3)n2Cc2ccccc2)cc1,100
COCc1[nH]nc2c1C(c1cccc(OC)c1)C(C#N)=C(N)O2 (stereo unspecified),91
COc1ccc(N2CCN(C(=O)CSc3nnc(CNc4ccccc4)o3)CC2)cc1,88
Cc1nc(NC2=NCN(Cc3ccc4c(c3)OCO4)CN2)nc2ccccc12,77
COc1ccc(C2C(C(=O)O)CC(=O)N2c2ccc(OC)cc2)cc1 (stereo unspecified),91
CCC(=O)N(Cc1ccc2c(c1)OCO2)Cc1cc2cc(OC)ccc2[nH]c1=O,100
COC(=O)c1cc(OC)c(OC)cc1N=CC1=C(O)CC(C)(C)CC1=O,97
COCC(=O)N1CCC(n2nnc3cc(F)ccc32)CC1,107
CS(=O)(=O)NCc1ccc(C(=O)NC2CCCCC2)cc1,98
CCC(C(=O)O)n1nnc(-c2ccc(-c3ccc(OC)cc3)cc2)n1 (stereo unspecified),104
Clc1ncn(C23CC4CC(CC(C4)C2)C3)n1,89
COc1ccc(OC)c(C2C(C(=O)c3cccs3)=C(O)C(=O)N2c2cc(C)on2)c1 (stereo unspecified),99
Cc1cc(=O)oc(C)c1C(=O)N1CCN(Cc2ccc3c(c2)OCO3)CC1,116
Cc1ccc(-c2nnn(Cc3nc(N)nc(N4CCOCC4)n3)n2)cc1,86
COc1cc(OC)c(-c2nn3c(-c4cccnc4)nnc3s2)cc1OC,95
c1cnc(NC2C3CC4CC(C3)CC2C4)nc1 (stereo unspecified),98
Cc1ccccc1Cn1ccc(NC(=O)c2cc3nc(-c4ccco4)cc(C(F)(F)F)n3n2)n1,52
CCOc1cccc(C(=O)Nc2nc(-c3ccc(S(=O)(=O)N4CCOCC4)cc3)cs2)c1,104
O=C1c2ccccc2C(=O)N1C/C=C/c1ccccc1,114
COc1ccc(CNC(=O)C(C)NC(=O)c2cc3ccccc3o2)cc1 (stereo unspecified),101
O=C(NCC(=O)N(Cc1ccco1)C(C(=O)NC1CCCC1)c1cccnc1)c1cccs1 (stereo unspecified),96
Cc1c(-c2ccccc2)[n+](=O)c(-c2ccco2)c(C)n1[O-],99
CCCSc1nc(C)c(CC(=O)OCC)c(=O)[nH]1,72
CC(=O)NC1Sc2ccccc2N=C1c1ccccc1 (stereo unspecified),74
Fc1ccc(OCc2nn3c(Cn4nnc5ccccc54)nnc3s2)cc1,60
NC1=NC2(CCN(Cc3ccccc3)CC2)n2c(nc3ccccc32)N1,74
Nn1c(Cc2ccccc2F)nnc1SCC(=O)N1CC(=O)Nc2ccccc21,99
CCCn1c(SCc2ccccc2)nc2c1c(=O)[nH]c(=O)n2C,96
CS(=O)(=O)N(CC(=O)Nc1ccc2c(c1)OCCO2)Cc1ccc(Cl)cc1,77
Cc1cc(-n2nnc3ccccc32)nc2ccccc12,84
C=CCn1c(=O)c2c(C)c(C)sc2n2c(Nc3ccc(OC)cc3)nnc12,103
CCOc1cc(/C=N/O)cc(Br)c1OC,90
COc1ccc(/C(O)=C2/C(=O)C(=O)N(CCCN(C)C)C2c2ccco2)cc1Cl (stereo unspecified),84
CCOC(=O)C1=C(N)c2ccccc2CC1C(C)C (stereo unspecified),69
O=C(CSc1ncnc2ccccc12)NCCCO,93
COc1ccc2c(c1)OCC1=C2CCC2(C)C(=O)CC=C12 (stereo unspecified),82
CCOC(=O)c1[nH]c2ccc(OC)cc2c1NC(=O)CN1CCSCC1,87
CN1CC=C2C(C#N)=C(N)C(C#N)(C#N)C(Cc3ccccc3)C2C1 (stereo unspecified),87

# Next section
compound,SK-BR-3 tox 24h
COC(=O)CS(=O)(=O)c1nnc([C@H](Cc2ccccc2)NC(=O)OC(C)(C)C)o1,131
OC(CN1CCOCC1)CN(c1ccccc1)c1ccccc1 (stereo unspecified),81
CCOc1ccc(C2C(C#N)=C(N)SC(N)=C2C#N)cc1OCC,110
CCN1CCN(C(=O)c2nn(-c3ccc(OC)cc3)c(=O)c3c2c2ccccc2n3C)CC1,84
CC(C)c1ccc(O)c(NC(=O)c2cncc(Br)c2)c1,99
Cc1cc(S(=O)(=O)Nc2ccccc2C(=O)O)ccc1Cl,93
NC(=O)C1CCN(C(c2ccccc2F)c2nnnn2Cc2ccco2)CC1 (stereo unspecified),98
CS(=O)(=O)N(CC(=O)N1CCCCCC1)c1ccc2c(c1)OCCO2,106
COc1ccc(-c2nc(SC)n(C(=O)c3ccco3)n2)cc1,93
Cc1ccnc(NC(=O)CCC2CCCCC2)c1,84
Cc1cccc(OCc2nnc(SCC(=O)N3CCc4ccccc43)n2C)c1,92
CC(=O)Nc1ccc(N2C(=O)CC(N3CC(C)OC(C)C3)C2=O)cc1 (stereo unspecified),82
CCCN(CCC)C(=O)CSc1nc2n[nH]c(C)c2c(=N)n1-c1ccc(OC)cc1,80
CCOc1ccc(-n2c(SC)nc3c(c2=O)SCC3)cc1,95
CCc1cc(C(=O)OC)c(NC(=O)CC2NCCNC2=O)s1 (stereo unspecified),102
CCOC(=O)c1sc(NC(=O)CSc2ncccn2)c(C#N)c1C,106
CN(C)CC(C)(C)NS(=O)(=O)c1ccc(Cl)cc1,96
O=C(COc1ccc(Cl)cc1)Nc1ccc(Cl)cn1,83
CCCCCCn1c(SCCCC)nc2c1c(=O)[nH]c(=O)n2C,85
CCC(C)OC(=O)n1ccc(C(=O)Nc2nccs2)n1 (stereo unspecified),74
Cc1ccc(-c2oc3ncnc(N)c3c2-c2ccc(C)cc2)cc1,111
COc1ccc(OC)c(S(=O)(=O)N(C)CC(=O)Nc2ccc3c(c2)OCO3)c1,98
Cc1ccc(C)c2nc(N3CCCC3)c(C#N)cc12,105
Cc1cccc(NC(=O)N(Cc2nc3ccccc3c(=O)[nH]2)C2CCCC2)c1,83
C=C(c1ccc(OCCO)cc1)c1ccc(OCCO)cc1,112
CCCCOC(=O)C1C2C=C[C@]3(CN(C(C)c4ccc(OC)cc4)C(=O)[C@H]13)O2 (stereo partly specified),104
CCCCSc1nc(CCC)cc(=O)[nH]1,91
Cc1ccc(C)c(Cn2c(=O)n(CCCC(=O)NCc3ccco3)c(=O)c3ccccc32)c1,63
O=c1oc2ccccc2n1Cn1c(=O)oc2ccccc21,86
Cc1cc(C)c2[nH]c(=O)c(CN(C(=O)C3CCCO3)C3CCCC3)cc2c1 (stereo unspecified),98
O=C1NC(c2ccccc2)C(C(=O)c2cccs2)=C1O (stereo unspecified),104
Cc1ccccc1-c1nnc(SCc2ccc(F)cc2)o1,87
CCOc1cc(CNCC2CCCO2)cc(Br)c1OCC(N)=O (stereo unspecified),79
CCC(Sc1ccc(C(=O)O)cc1)C(=O)O (stereo unspecified),94
CCC(CC)C(=O)NCCc1ccc(S(N)(=O)=O)cc1,100
Cc1cc(C)c2nc3c(c(C(=O)O)c2c1)CCC3,89
COc1cccc(N(CC(=O)NC(C)c2ccccc2)S(C)(=O)=O)c1 (stereo unspecified),97
N#Cc1nc(-c2ccco2)oc1N1CCC(C(N)=O)CC1,106
N#CC1=C(N)OC2=C(C(=O)CCC2)C1c1ccc(OC(=O)N2CCOCC2)cc1 (stereo unspecified),64
CCOc1ccc(C(=O)Nn2cnnc2)cc1,116
COc1ccccc1-c1cc(C(F)(F)F)nc(N2CCN(c3ccc(F)cc3)CC2)n1,89
COc1ccc(N2C(=O)[C@@H]3Cc4ccccc4CN3C2=O)cc1,98
CCC(=O)Nc1ccc(-c2nn3c(C)nnc3s2)cc1,90
O=C(NCCc1ccccc1)c1noc2c1CCc1ccccc1-2,69
Cc1c(NC(=O)CC(O)(C(F)(F)F)C(F)(F)F)c(=O)n(-c2ccccc2)n1C,83
O=C(O)c1ccc(COc2ccc(CO)cc2Cl)cc1,97
COC(=O)C(NC(C)=O)(Nc1nc2c(s1)CCCC2)C(F)(F)F (stereo unspecified),100
CC(=O)Nc1ccc(S(=O)(=O)Nc2cccc(N(C)S(C)(=O)=O)c2)cc1,91
Cc1ccc(S(=O)(=O)NCCn2c(C)cc3ccccc32)cc1,98
CNC(=O)c1cc2cc(OC)ccc2oc1=N,100
CNC(=O)c1cc2cccc(OC)c2oc1=O,101
COC(=O)CSc1nnc(-c2ccoc2C)n1-c1ccc(C)cc1,105
COC(=O)c1cn(NC(=O)C2COc3ccccc3O2)c(=O)c2ccccc12 (stereo unspecified),94
CCOc1ccccc1NC(=O)CN(Cc1ccccc1)S(C)(=O)=O,79
O=C(CSc1nc2ccccc2[nH]1)c1ccc2c(c1)OCO2,103
O=C(O)CN1C(=O)CC(Cc2ccc(Cl)cc2)C1=O (stereo unspecified),67
CC(Sc1nc(NCc2ccccc2)nc(N2CCOCC2)n1)C(=O)Nc1ccccc1 (stereo unspecified),76
N#CC1=C(N)Oc2n[nH]c(-c3ccc(F)cc3)c2C1c1ccncc1 (stereo unspecified),78
CC1(C)C(C=C(Cl)Cl)C1C(=O)N1CCN(c2ccccc2)CC1 (stereo unspecified),89
COc1cc2cc(C(c3nnnn3C(C)(C)C)N3CCc4ccccc43)c(=O)[nH]c2cc1OC (stereo unspecified),85

# (further entries)
compound,SK-BR-3 tox 24h
CCCc1nnc(NC(=O)CCC(=O)N2CCN(CCOc3ccc(C)cc3)CC2)s1,96
O=C(c1cc2cc(Cl)ccc2oc1=O)N1CCCC1,94
COc1cc2[nH]c(=O)n(CCCC(=O)N3CC=C(c4ccccc4)CC3)c(=O)c2cc1OC,67
CC(=O)NC(CCS(C)(=O)=O)C(=O)Nc1c(F)cccc1F (stereo unspecified),100
O=C1Nc2ccccc2C(O)(C(=O)NCc2ccco2)N1c1ccc(Cl)c(Cl)c1 (stereo unspecified),75
CCCc1c(C)c2ccccc2[nH]c1=O,99
COc1ccc(-c2noc(CCC(=O)Nc3cccnc3)n2)cc1OC,94
COc1ccc(C(=O)Nn2c(C)ccc2C)cc1OC,105
Cc1ccc(C(C)NC(=O)c2c(C)noc2C)cc1C (stereo unspecified),90
COC(=O)Cc1cc(=O)[nH]c(/N=C(/NC(=O)c2ccccc2)Nc2ccccc2C)n1,89
Cc1cc(C)n(Cc2cc(C)c(Cn3nc(C)cc3C)cc2C)n1,71
Fc1cccc(-n2c(-c3ccco3)nc3nc4ccccc4nc32)c1,89
COc1ccc(/C(O)=C2\C(=O)C(=O)N(CCN(C)C)C2c2cc(OC)c(OC)c(OC)c2)c(C)c1 (stereo unspecified),94

# Not all compounds are listed. The share of hits here may be higher or lower than overall.
